High-throughput results as filed in PubChem BioAssay.
RSV CPE inhibition = RSV antiviral activity via CPE protection, HEp-2 cells, primary 10 µM value included (AID 2391). CPE inhibition, % at 10 µM; hits with a dose series show IC50 in µM. 310,000 tested, 0.13% active. HEp-2 cells, RSV-induced CPE inhibition; higher % means a stronger effect; in the data active means a potency from the dose series; inconclusive means CPE inhibition mostly from about 23% at the one dose, without a potency; inactive means the rest, 99 in 100 with CPE inhibition below about 21%; further: strong numbers were not always called active
T cell modulator = modulators of CD8 T cell-vesicle binding, primary screen, mouse 2C CD8+ T cells, flow cytometry; calls only at 7 µM; AID 2052, 2009; 330,000 tested, 0.068% active; 2C CD8+ T cell-vesicle binding; stronger effect = lower value;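 active means response, share of CD8 T cells binding vesicles, and their 90th percentile fluorescence all below set limits, cut at about 80% in these data, passing the limit was not always enough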
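System: murine 2C transgenic CD8+ T lymphocytes; also added: QL9-loaded Drosophila micro-vesicles; times: binding 1.5 h at 37 °C; measured by: flow cytometry, PE anti-B7-1 (FL2) versus Alexa647 anti-CD8 (FL8), PFA-fixed; control set: Peptide-free naked vesicles (low) and QL9 vesicles with 0.7% DMSO vehicle (high)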
WT yeast gro inh = growth inhibition of WT strain, primary screen, mitochondrial fusion inhibitor project, WT and mutant strains, chemical genetic; inhibition, % at 10 µM; mitochondrial fusion phenotypic screen; 190,000 tested, 2.1% active; AID 1362, 2008; in the data active means inhibition above about 58%; tested in S. cerevisiae
West Nile virus CPE = West Nile virus antiviral activity, cell-based, CPE readout (AID 1621) | 290,000 tested, 0.02% active | CPE inhibition, % at 10 µM, or IC50 in µM where a hit was titrated | West Nile virus-infected cells, CPE inhibition; higher % means a stronger effect; in the data active means a potency from the dose series; inconclusive means CPE inhibition mostly from about 3.7% at the one dose, without a potency; inactive means the rest, 99 in 100 with CPE inhibition below about 2.2%; further: strong numbers were not always called active
SV40 large T antigen = SV40 large T antigen inhibitors, biochemical (AID 1903); SV40 large T antigen ATPase/helicase inhibition assay; higher % means a stronger effect; one-dose inhibition, % at 20 µM; IC50 in µM for titrated hits; 310,000 tested, 0.39% active; in the data active means a potency from the dose series; inconclusive means inhibition mostly from about 32% at the one dose, without a potency; inactive means the rest, 99 in 100 with inhibition below about 32%; further: strong numbers were not always called active
Myeloid diff 2 = induction of myeloid progenitor differentiation, primary screen, cell-based, flow cytometry, MLPCN library; calls only at 10 µM; ER-HoxA9 myeloid progenitors, lysozyme-GFP differentiation; 360,000 tested, 1% active;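 active means normalized GFP-positive differentiation at or above the plate's own cutoff, the solvent-only control mean plus 3 SD; inconclusive means no clear call, values can overlap the other calls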;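 further: cells exposed to compound for four days before flow analysis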
Rac1 GTP hydrolysis = MgcRacGAP GTPase-activating activity inhibitors, confirmation, biochemical, ADP Hunter fluorescence. Rac GTPase-activating protein 1 (Homo sapiens). MgcRacGAP-stimulated Rac1 GTP hydrolysis, ADP Hunter fluorescence; higher % means a stronger effect; GST-tagged Rac1 F28L mutant substrate. one-dose inhibition, % at 30 µM; IC50 in µM for titrated hits. 340,000 tested, 0.6% active;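 active means first-screen hits whose inhibition reached a set limit at any dose in the follow-up dose series; inconclusive means inhibition above the set first-screen limit but never retested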;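 further: fluorescence reports GDP produced by GAP-driven GTP hydrolysis; strong numbers were not always called active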
Salmonella PhoP GFP = inhibitors of PhoP regulon expression, primary screen, Salmonella Typhimurium, GFP reporter (AID 1863) | S. Typhimurium PhoP-regulated promoter GFP reporter, 4 h; higher % means a stronger effect | inhibition, % at 50 µM; hits with a dose series show IC50 in µM | 300,000 tested, 0.16% active;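 active means inhibition over 29.93%, a cutoff 3 SD above the screen mean, later confirmed by dose response; inconclusive means inhibition over 29.93% but no dose response follow-up; inactive means inhibition at most 29.93% or unconfirmed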;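 further: 0% = low Mg2+ inducing control and 100% = high Mg2+ repressing control; strong numbers were not always called active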
bCat nuc transl = modulators of beta-catenin nuclear translocation, primary screen, imaging, HeLa cells, immunofluorescence, high-content | 190,000 tested, 0.3% active | nuclear translocation activity, % at 5 µM;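 active means nuclear translocation activity above 50% at 5 µM, with a well cell count of 50 or more; inconclusive means wells under 50 cells across six images, flagged as toxic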;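 further: per-cell ratio of nuclear to cytoplasmic median beta-catenin stain intensity; plate controls were DMSO negative control for no effect and GSK-3 inhibitor IX positive control for full effect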
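assay system = human HeLa cells, endogenous beta-catenin | times = compound treatment 24 h, 37°C, 5% CO2 | detection = Anti-beta-catenin immunofluorescence on PFA-fixed, Triton-permeabilized cells, DAPI nuclei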
WT yeast gro inh mutant strain = further read-out of WT yeast gro inh, marked with its call; inhibition, %; mitochondrial fusion phenotypic screen, mutant strain inhibition
bCat nuc transl cell count 5 µM = also measured in bCat nuc transl; calls as there; cell count; measured here: cell count, cytotoxicity flag
T cell modulator vesicle-bound % = recorded beside T cell modulator, whose call it bears; double positive events, %; measured here: CD8+ vesicle-bound cell fraction;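 binding gate set so that unloaded-vesicle control wells show 10% double positive cells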
Myeloid diff 2 GFP+ MAC1+ % = also measured in Myeloid diff 2; calls as there; GFP+ MAC1+ double positive, %; measured here: differentiation confirmed by MAC1 staining
* hit, by the source's call; i = inactive; ? = inconclusive; . = no result given; + = active, no number. Rows were taken by chance; any-hit rate near 3.6%.

Order of results – RSV CPE inhibition | T cell modulator | T cell modulator vesicle-bound % | WT yeast gro inh | WT yeast gro inh mutant strain | West Nile virus CPE | SV40 large T antigen | Myeloid diff 2 | Myeloid diff 2 GFP+ MAC1+ % | Rac1 GTP hydrolysis | Salmonella PhoP GFP | bCat nuc transl | bCat nuc transl cell count 5 µM
- O=C(NCCOc1ccccc1F)c1cc(F)c(F)cc1Cl
→ 1.6% | i | 33 | -12 | -17 | -0.1% | 13% | i | 0.5 | 2% | 1% | -0.4 | 888
- Cc1cc(C)cc(NC(=O)COC(=O)Cn2cnc3c2c(=O)n(C)c(=O)n3C)c1
→ 0.3% | i | 40 | . | . | . | . | i | 0.2 | 0% | . | . | .
- O=C(/C=C/c1ccco1)N(Cc1cccc(F)c1)C1CCS(=O)(=O)C1 (centres undefined)
→ -0.5% | i | 38 | . | . | 0.0% | 5% | i | 0.0 | 20% | -1% | . | .
- CCOC(=O)N/N=C(\C)c1ccccc1OC(F)F
→ 1.5% | i | 47 | -14 | -12 | -0.5% | 3% | i | 1.6 | 4% | 1% | -0.5 | 566
- COCC(=O)N/N=C\c1ccc(OC/C=C/c2ccccc2)c(OC)c1
→ 8.9% | i | 71 | . | . | -0.3% | 11% | i | 1.4 | 8% | 4% | . | .
- O=C(NCCc1nc(-c2ccccc2Cl)no1)C1CCCCC1
→ -0.2% | i | 38 | . | . | -1.8% | 9% | i | 0.3 | 7% | 3% | . | .
- COc1cc(C(=O)NCC(=O)N/N=C(\C)Cc2ccccc2)cc(OC)c1OC
→ 1.5% | i | 12 | . | . | 0.2% | 8% | i | 1.2 | 11% | -1% | . | .
- Cc1ccc(C)c(NC(=O)CSc2nnc([C@@H](N)Cc3ccccc3)o2)c1
→ -0.2% | i | 52 | -13 | 2 | 0.1% | 4% | i | 1.0 | 6% | 1% | -4.3 | 1121
- Cc1cc(C)n2nc(-c3ccc(Br)cc3)cc2n1
→ 12% | i | 32 | . | . | 0.6% | 10% | i | 0.7 | 9% | -6% | . | .
- O=C(NCCN1CCOCC1)c1c(F)c(F)c(F)c(F)c1F
→ 1.8% | i | 52 | -1 | -6 | 0.8% | -1% | i | 0.5 | -2% | 16% | -0.9 | 1066
- COc1cc(NC(=O)c2cc(-c3ccc(C)cc3)on2)cc(OC)c1OC
→ 1.0% | i | 25 | . | . | -0.1% | 4% | i | 0.3 | -6% | -10% | . | .
- CCCc1cc(N2CCOCC2)n2ncc(-c3ccccc3)c2n1
→ 4.1% | i | 32 | . | . | -0.8% | 0% | i | 0.3 | -3% | 2% | . | .
- Cc1ccc(NC(=S)N2CCN(c3ncccn3)CC2)cc1C
→ 7.5% | i | 46 | 1 | -6 | 1.0% | 8% | i | 0.8 | 6% | -10% | -2.4 | 1122
- Clc1cccc(CSc2nc3ccncc3[nH]2)c1
→ 2.5% | i | 32 | -5 | -1 | -0.4% | 6% | i | 2.5 | 3% | -2% | . | .
- O=c1[nH]c2c(s1)C(c1ccc(O)cc1)C1C3CCC(C3)C1S2 (centres undefined)
→ -0.4% | i | 42 | -2 | 3 | 0.4% | 9% | i | 3.1 | 12% | 17% | -3.8 | 1110
- CCC(C)(C)NC(=O)C(c1ccc(C)cc1)N(Cc1cccnc1)C(=O)c1csnn1 (centres undefined)
→ 2.0% | i | 9 | -11 | 5 | -0.2% | 6% | i | 0.8 | -3% | 2% | -0.8 | 513
- O=CN1N=C(c2ccccc2)CC1c1ccc(Cl)cc1 (centres undefined)
→ 2.1% | i | 34 | . | . | -2.4% | 5% | i | 0.5 | 2% | 9% | . | .
- NC(=O)c1cc(N)ccc1N1CCCCC1
→ 0.6% | i | 28 | 2 | 4 | 0.1% | 36% | i | 0.3 | . | -12% | -0.2 | 1087
- COc1ccccc1-c1cc(N)n(S(=O)(=O)c2cccc3nsnc23)n1
→ 9.7% | i | 40 | . | . | -0.2% | 12% | i | 0.5 | 4% | 1% | 1.0 | 1298
- COC(=O)C(C)(C)ONC(=O)Nc1ccccc1Cl
→ 12% | i | 46 | -8 | 9 | 1.9% | 13% | i | 0.4 | 2% | -2% | -3.7 | 1070
- Cc1nc(C)c(-c2csc(NCc3ccccc3)n2)s1
→ 4.9% | i | 6 | 19 | -15 | -1.1% | 6% | i | 0.6 | 6% | 17% | -1.3 | 913
- CC1=CC(=O)C=C/C1=C(/c1ccc(O)cc1C)c1ccccc1S(=O)(=O)O
→ 0.0% | i | 8 | . | . | . | . | i | 1.0 | 9% | . | . | .
- Cc1cccc(NC(=O)C2CCN(C(=O)c3ccc(F)cc3)CC2)n1
→ -0.8% | i | 22 | . | . | . | 12% | i | 0.8 | 6% | -4% | . | .
- O=C(CN1CCCc2ccccc21)NC(=O)NCc1ccco1
→ 1.4% | i | 48 | 2 | -8 | -0.5% | 0% | i | 0.7 | 11% | -3% | -3.7 | 1079
- Cc1nnc(SCCC(=O)Nc2ccccc2Cl)o1
→ 1.2% | i | 26 | . | . | 0.3% | 11% | i | 0.1 | 8% | 0% | . | .
- COc1ccc(NC(=O)c2cc(-c3ccccc3OC)on2)cc1
→ 2.4% | i | 27 | 0 | -18 | 1.1% | -1% | ? | . | 8% | -3% | 145* | 713*
- Cc1nonc1N1CCN(Cc2cn[nH]c2-c2ccc(F)cc2F)CC1
→ 0.1% | i | 11 | -19 | -12 | -0.3% | 3% | i | 0.1 | 8% | -1% | 1.2 | 963
- O=C(CN1CCOCC1)Nc1ccc(Cl)cc1
→ 0.7% | i | 39 | . | . | -0.3% | 15% | i | 0.1 | 5% | -4% | . | .
- Cc1cc(C)cc(NC(=O)C2CCCC2)c1
→ -0.2% | i | 14 | -2 | -9 | 0.3% | 7% | + | 13* | 7% | 6% | -2.4 | 1026
- CCC(C)(C)NC(=O)CCCSc1nc2ccccc2s1
→ 1.2% | i | 46 | 9 | 19 | -1.4% | 8% | i | 0.2 | . | 7% | -2.4 | 1086

Continuation:
Order of results – RSV CPE inhibition | T cell modulator | T cell modulator vesicle-bound % | WT yeast gro inh | WT yeast gro inh mutant strain | West Nile virus CPE | SV40 large T antigen | Myeloid diff 2 | Myeloid diff 2 GFP+ MAC1+ % | Rac1 GTP hydrolysis | Salmonella PhoP GFP | bCat nuc transl | bCat nuc transl cell count 5 µM
- CCC(C)c1ccccc1NC(=O)c1cccnc1 (centres undefined)
→ 0.6% | i | 51 | -2 | 17 | 0.2% | 3% | i | 1.7 | -5% | -5% | . | .
- CC1CCC(NC(=O)C(NS(=O)(=O)c2cccc3nsnc23)C(C)C)CC1 (centres undefined)
→ 0.6% | i | 34 | . | . | -0.3% | 2% | i | 3.3 | 9% | 7% | . | .
- COc1ccc(NC(=O)CN(C)S(=O)(=O)c2ccc(Br)s2)cc1OC
→ 1.3% | i | 27 | . | . | -0.7% | 9% | i | 0.5 | 4% | 1% | . | .
- COC(=O)c1ccc(C2C(C(=O)OCC(C)C)=C(C)N=C3SCCC(=O)N32)cc1 (centres undefined)
→ 2.6% | i | 32 | 12 | 6 | 0.6% | -1% | i | 2.3 | -6% | 10% | -0.4 | 1361
- CCC(CC)C(=O)c1c[nH]c(C(=O)NCc2ccccc2)c1
→ 8.4% | i | 20 | . | . | -0.7% | 18% | i | 0.8 | 8% | -3% | . | .
- COc1ccccc1NC(=O)CCN1CCCCCC1
→ 1.1% | i | 41 | 8 | 6 | -0.2% | 10% | i | 6.4 | 3% | 10% | 0.8 | 1405
- N#Cc1cccc(S(=O)(=O)NCC(=O)NCCCc2ccccc2)c1
→ 1.7% | i | 32 | . | . | -0.2% | 6% | i | 4.4 | 6% | 9% | . | .
- O=C(c1ccoc1)N1CCC(CO)(CCc2ccccc2)CC1
→ 0.3% | i | 55 | 2 | 3 | -0.7% | 0% | i | 0.3 | 0% | -4% | 2.3 | 1075
- CCOC(=O)C1CCN(C(=S)Nc2cccc(C)c2)CC1
→ 1.2% | . | . | 21 | 21 | 0.1% | -2% | i | 8.9 | 7% | -6% | -0.3 | 1090
- CNc1ccc(C2(O)C(=O)c3ccccc3C2=O)cc1
→ -0.1% | i | 36 | -27 | -14 | 0.9% | 20% | i | 0.2 | 1% | 2% | -0.9 | 1002
- CN(C)CCCSc1nc(-c2ccccc2)nc2c1CCC2
→ -1.7% | i | 35 | 7 | -1 | -0.8% | 1% | i | 0.4 | 1% | -11% | -2.3 | 1099
- COc1cccc(CNCCO)c1OCc1ccc(Cl)cc1
→ -0.7% | i | 23 | 10 | 1 | -0.8% | 3% | i | 0.4 | 10% | 6% | -5.1 | 551
- O=C(NC(C(=O)NCCN1CCOCC1)C12CC3CC(CC(C3)C1)C2)C1CCCCC1 (centres undefined)
→ -0.9% | i | 34 | -27 | -17 | -1.6% | 10% | i | 0.5 | 5% | -3% | . | .
- CC(NC(=O)C(=O)NN=C1CCCCCCC1)c1ccccc1 (centres undefined)
→ 0.6% | i | 33 | -5 | 9 | 1.4% | 7% | i | 0.9 | -5% | 8% | 1.4 | 1321
- CCOc1ccc(S(=O)(=O)N2CCCC(C(=O)N3CCN(CC)CC3)C2)cc1Cl (centres undefined)
→ 0.9% | i | 21 | . | . | -1.0% | 9% | i | 3.2 | 1% | -5% | . | .
- COc1cc(C(=O)OC(C)C(=O)Nc2ccc3c(c2)OCO3)ccc1OCc1c(C)noc1C (centres undefined)
→ 1.9% | i | 48 | 13 | 2 | 0.6% | 4% | i | 0.6 | 5% | -1% | -0.4 | 1320
- CC(NC(=S)Nc1ccc(S(N)(=O)=O)cc1)c1ccc2c(c1)OCO2 (centres undefined)
→ 0.2% | i | 34 | 3 | 8 | -0.3% | 2% | i | 0.4 | 2% | 0% | -4.2 | 547
- COc1cc(/C=C/C(=O)N2CCN(C(=O)/C=C/c3cc(OC)c(OC)c(OC)c3)CC2)cc(OC)c1OC
→ 2.6% | i | 38 | . | . | -0.2% | -3% | i | 0.3 | 10% | 6% | . | .
